N370S GC mod – inhibits or activates N370S mutant glucocerebrosidase; P04062; Potency, µM (doses to about 59.4 µM), inactives show at the top dose activity change, negative = inhibition, most hits filed as inhibitors; 0.092% of 330,000 active; N370S GC spleen homogenate, 4MU-glucoside fluorescence;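 also: 0% = full enzyme activity and -100% = no enzyme basal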
FEN1 inh – inhibitors of human flap endonuclease 1; P39748; Recombinant FEN1 flap cleavage, fluorescence, 15 min; Potency, µM (top dose mostly 114 µM), for the others: at the highest dose activity change, negative = inhibition, hits mostly inhibitors; 0.35% of 390,000 active; AID 588795; also: nearly all actives have a fitted effect of over 65% in size
Target sequence (P39748 whole entry, looked up): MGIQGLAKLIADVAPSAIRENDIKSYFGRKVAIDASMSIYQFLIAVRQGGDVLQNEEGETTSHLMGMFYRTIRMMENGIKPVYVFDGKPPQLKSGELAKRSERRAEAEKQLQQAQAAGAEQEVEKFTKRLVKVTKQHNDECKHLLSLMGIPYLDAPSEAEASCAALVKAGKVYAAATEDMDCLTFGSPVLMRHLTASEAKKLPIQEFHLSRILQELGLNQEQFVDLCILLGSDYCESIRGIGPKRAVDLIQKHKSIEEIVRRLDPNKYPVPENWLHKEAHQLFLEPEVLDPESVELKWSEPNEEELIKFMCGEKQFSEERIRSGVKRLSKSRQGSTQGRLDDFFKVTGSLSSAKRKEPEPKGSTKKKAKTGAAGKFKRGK
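FEN1 at 10 nM, compound pretreatment for 15 min (room temperature), 50 nM final substrate to initiate; endpoint reads at 0 and 15 min; DMSO-only plates used as vehicle background.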
TDP1 inh – inhibitors of human tyrosyl-DNA phosphodiesterase TDP1; recombinant TDP1, AlphaScreen DNA substrate cleavage; AID 485290; Potency, µM (highest dose often 130 µM), without a hit: top-dose activity change, negative = inhibition, hits mostly inhibitors; Q9NUW8; 0.28% of 350,000 active; also: nearly all actives have a fitted effect of over 40% in size
Target sequence (Q9NUW8 whole entry, looked up): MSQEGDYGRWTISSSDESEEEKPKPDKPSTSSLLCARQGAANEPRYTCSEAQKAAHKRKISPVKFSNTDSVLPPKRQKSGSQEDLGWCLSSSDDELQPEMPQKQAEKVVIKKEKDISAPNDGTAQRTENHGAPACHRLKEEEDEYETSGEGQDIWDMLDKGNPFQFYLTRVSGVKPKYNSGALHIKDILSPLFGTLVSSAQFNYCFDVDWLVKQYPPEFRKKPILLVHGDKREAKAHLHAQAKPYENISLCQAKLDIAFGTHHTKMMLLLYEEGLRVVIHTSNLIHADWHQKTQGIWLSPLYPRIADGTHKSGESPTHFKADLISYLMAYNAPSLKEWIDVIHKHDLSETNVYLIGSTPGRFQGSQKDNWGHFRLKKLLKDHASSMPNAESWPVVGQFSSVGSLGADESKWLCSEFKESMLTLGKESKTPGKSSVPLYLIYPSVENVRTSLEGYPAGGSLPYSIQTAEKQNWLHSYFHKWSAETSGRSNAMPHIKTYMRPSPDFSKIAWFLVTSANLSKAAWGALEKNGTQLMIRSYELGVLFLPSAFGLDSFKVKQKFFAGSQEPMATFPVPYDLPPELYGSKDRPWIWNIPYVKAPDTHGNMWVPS
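Compounds were preincubated with Tdp1 (1 nM final) for 15 min at room temperature before substrate (15 nM final) started a 5 min reaction; beads (10 ug/ml final) were then added for 10 min before AlphaScreen detection.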
Starred values were filed as active, the others as inactive; & = joins results of further samples; [ ] = another dose, or the depositor's remark. Calls follow the shape of the dose curve; as a rule, active = well fitted curve in the direction sought with a large enough effect; inconclusive = small, poorly fitted or top-dose-only effect, or another doubt; inactive = no such curve, though single readings can be large; an effect the other way counts as inactive or inconclusive. Unless noted, % is scaled to controls: 0 for no effect and ±100 for the full control effect; potency is read from the fitted curve at half-maximal effect.

Start of the data: the first 13 entries as a preview:
`CCN(CC)C(=N)N1c2ccccc2CCC1C` (configuration not stated) gave N370S GC mod -2%, FEN1 inh -2% and TDP1 inh 6%.
For CCCc1nnc(NC(=O)Cn2cnc3ccccc3c2=O)s1 the results were N370S GC mod 3%, FEN1 inh -1% and TDP1 inh 3%.
For Cc1cc(C)cc(N(CC(=O)N2CCC(C)CC2)S(C)(=O)=O)c1 the results were N370S GC mod -5%, FEN1 inh 11% and TDP1 inh 3%.
Screening Cc1cnc(C(=O)OCC(=O)Nc2ccc(C)c(S(=O)(=O)N3CCOCC3)c2)cn1 returned FEN1 inh -7% and TDP1 inh -2%.
Screening COc1ccc(-n2nc(C(=O)NCC(=O)N3CCN(c4ccccc4F)CC3)c3ccccc3c2=O)cc1OC returned N370S GC mod 1% and FEN1 inh 0%.
For CCc1cnc2c(c1SCC(=O)NCc1ccccc1)c(=O)n(C)c(=O)n2C the results were FEN1 inh -4% and TDP1 inh 3%.
For O=c1c(C(c2ccccc2)c2c(O)nc3n(c2=O)CCS3)c(O)nc2n1CCS2 the results were N370S GC mod 9%, FEN1 inh -9% and TDP1 inh 4%.
Screening Cc1cc(C(=O)N2CCCC(N3CCN(c4cccc(C(F)(F)F)c4)CC3)C2)c(C)o1 (configuration not stated) returned N370S GC mod -7%, FEN1 inh 6% and TDP1 inh 8%[56.1 µM].
`O=C(CCn1c(=S)oc2ccccc21)Nc1cc([N+](=O)[O-])ccc1F` gave N370S GC mod -4% and FEN1 inh 1%.
Screening CCN(CC)S(=O)(=O)c1ccc(NC(=O)c2cnc(C)cn2)cc1 returned N370S GC mod 0% and FEN1 inh -9%.
Screening O=C(CCN1C(=O)/C(=C/C=C/c2ccccc2)SC1=S)Nc1ccccn1 returned N370S GC mod -4%, FEN1 inh 0% and TDP1 inh 5%.
For Cc1ccc(CCNC(=O)CN2C(=O)COc3ccc(S(=O)(=O)N4CCCCCC4)cc32)cc1 the results were FEN1 inh -9% and TDP1 inh -3%.
O=c1[nH]c(/C=C/c2ccccc2Cl)c([N+](=O)[O-])c(=O)[nH]1 was read as N370S GC mod -4%, FEN1 inh 13% and TDP1 inh 5%.

This part in full, repeating the preview:
`CCN(CC)C(=N)N1c2ccccc2CCC1C` (configuration not stated) gave N370S GC mod -2%, FEN1 inh -2% and TDP1 inh 6%.
For CCCc1nnc(NC(=O)Cn2cnc3ccccc3c2=O)s1 the results were N370S GC mod 3%, FEN1 inh -1% and TDP1 inh 3%.
For Cc1cc(C)cc(N(CC(=O)N2CCC(C)CC2)S(C)(=O)=O)c1 the results were N370S GC mod -5%, FEN1 inh 11% and TDP1 inh 3%.
Screening Cc1cnc(C(=O)OCC(=O)Nc2ccc(C)c(S(=O)(=O)N3CCOCC3)c2)cn1 returned FEN1 inh -7% and TDP1 inh -2%.
Screening COc1ccc(-n2nc(C(=O)NCC(=O)N3CCN(c4ccccc4F)CC3)c3ccccc3c2=O)cc1OC returned N370S GC mod 1% and FEN1 inh 0%.
For CCc1cnc2c(c1SCC(=O)NCc1ccccc1)c(=O)n(C)c(=O)n2C the results were FEN1 inh -4% and TDP1 inh 3%.
For O=c1c(C(c2ccccc2)c2c(O)nc3n(c2=O)CCS3)c(O)nc2n1CCS2 the results were N370S GC mod 9%, FEN1 inh -9% and TDP1 inh 4%.
Screening Cc1cc(C(=O)N2CCCC(N3CCN(c4cccc(C(F)(F)F)c4)CC3)C2)c(C)o1 (configuration not stated) returned N370S GC mod -7%, FEN1 inh 6% and TDP1 inh 8%[56.1 µM].
`O=C(CCn1c(=S)oc2ccccc21)Nc1cc([N+](=O)[O-])ccc1F` gave N370S GC mod -4% and FEN1 inh 1%.
Screening CCN(CC)S(=O)(=O)c1ccc(NC(=O)c2cnc(C)cn2)cc1 returned N370S GC mod 0% and FEN1 inh -9%.
Screening O=C(CCN1C(=O)/C(=C/C=C/c2ccccc2)SC1=S)Nc1ccccn1 returned N370S GC mod -4%, FEN1 inh 0% and TDP1 inh 5%.
For Cc1ccc(CCNC(=O)CN2C(=O)COc3ccc(S(=O)(=O)N4CCCCCC4)cc32)cc1 the results were FEN1 inh -9% and TDP1 inh -3%.
O=c1[nH]c(/C=C/c2ccccc2Cl)c([N+](=O)[O-])c(=O)[nH]1 was read as N370S GC mod -4%, FEN1 inh 13% and TDP1 inh 5%.
Screening CCN1C(=O)S/C(=C\c2ccc(N3CCOCC3)cc2C)C1=O returned N370S GC mod 19%, FEN1 inh 7% and TDP1 inh -3%.
`O=C(Nc1ccc(N2C(=O)CCC2=O)cc1Cl)c1cccs1` gave N370S GC mod -7%, FEN1 inh -2% and TDP1 inh -10%.
`O=C(NCCCN1CCN(c2ccccc2F)CC1)c1sc2ncccc2c1-n1cccc1` gave FEN1 inh 1% and TDP1 inh 4%.
O=C(CCNS(=O)(=O)c1ccc(Br)s1)N1CCCCC1 was read as N370S GC mod -8%, FEN1 inh 11% and TDP1 inh 8%.
Screening CCCCNC(=O)Cn1nc(N2CCN(c3ccccc3OC)CC2)ccc1=O returned FEN1 inh -3% and TDP1 inh -3%.
CC(c1ccccc1)C1C(C#N)=C(N)SC(N)=C1C#N (configuration not stated) was read as N370S GC mod -3%, FEN1 inh 6% and TDP1 inh -1%.
COc1cc(OC)c(NC(=O)NCc2ccc3c(c2)CCN3C(=O)c2ccccc2)cc1Cl was read as FEN1 inh -7% and TDP1 inh 8%.
CCOC(=O)c1cc(S(=O)(=O)Nc2ccc(OC)c(Cl)c2)[nH]n1 was read as FEN1 inh -3% and TDP1 inh 4%.
Cc1nn(C)c(Oc2cccc(C(F)(F)F)c2)c1C=O was read as N370S GC mod 0%, FEN1 inh 12% and TDP1 inh 4%.
Screening COc1ccc(NC(=O)c2cc(S(=O)(=O)N(Cc3ccccc3)c3ccccc3)ccc2Cl)cn1 returned N370S GC mod -16%, FEN1 inh -22% and TDP1 inh 8%.
`CCN(CC)CCNC(=O)Cn1cnc2sc(C)c(S(=O)(=O)N3CCN(c4ccccc4OC)CC3)c2c1=O` gave N370S GC mod -5%, FEN1 inh 16%&-6% and TDP1 inh -8%&6%.
For COc1ccc(OC)c(CNC(=O)CCc2nc(-c3cccs3)no2)c1 the results were N370S GC mod -4%, FEN1 inh -5% and TDP1 inh 0%.
For CC(C)CC(=O)Nc1nc2c(s1)CC(C(C)(C)C)CC2 (configuration not stated) the results were FEN1 inh -8% and TDP1 inh 9%.
O=C(N/N=C\c1cc([N+](=O)[O-])ccc1N1CCCC1)c1ccccn1 was read as N370S GC mod 9%, FEN1 inh -6% and TDP1 inh -4%.
`Cc1cc(C)cc(SCc2noc(C(=O)NCCCN3CCOCC3)c2C(=O)NCCCN2CCOCC2)c1` gave N370S GC mod -5%, FEN1 inh -13% and TDP1 inh 4%.
Screening CC1CN(C)C(C)c2c1oc1ccc([N+](=O)[O-])cc21 (configuration not stated) returned N370S GC mod -3%, FEN1 inh 0% and TDP1 inh -2%.
For CCOC(Cn1c(SCC(=O)Nc2cc(C)on2)nc2ccccc2c1=O)OCC the results were N370S GC mod -12%, FEN1 inh 22% and TDP1 inh 2%.
`CC(C)C(C)NC(=O)COc1ncnc2sccc12` (configuration not stated) gave N370S GC mod 0%, FEN1 inh 1% and TDP1 inh 4%.
For CC1Cc2cc(S(=O)(=O)CCC(=O)Nc3ccc(F)cc3Cl)ccc2N1C(=O)C1CC1 (configuration not stated) the results were FEN1 inh 16% and TDP1 inh 6%.
`c1cncc(-c2nnc(-c3cccs3)o2)c1` gave N370S GC mod 8%, FEN1 inh -10% and TDP1 inh 2%.
CCCCNC(=O)C(=O)NCCCn1ccnc1 was read as N370S GC mod -3%, FEN1 inh -11% and TDP1 inh 5%.
`O=C(OCc1nc2ccccc2[nH]1)C1CCCCC1` gave N370S GC mod 7%, FEN1 inh 16% and TDP1 inh 0%.
Screening NS(=O)(=O)c1ccc(NC(=S)NC(=O)c2ccc(Br)o2)cc1 returned N370S GC mod 3%, FEN1 inh 6% and TDP1 inh 3%.
Screening O=C(CCCCCCN1C(=O)c2ccccc2C1=O)NC1CCCCC1 returned N370S GC mod 3%, FEN1 inh 7% and TDP1 inh -13%.
`CCN(CC)S(=O)(=O)c1ccc(NC(=O)COc2c(OC)cccc2OC)cc1` gave N370S GC mod -2%, FEN1 inh -20% and TDP1 inh -3%.
`COc1cccc(C(=O)C(C#N)=C(SC)SC)c1` gave N370S GC mod 3%, FEN1 inh inconclusive and TDP1 inh 5%.
Screening Cc1ccoc1C(=O)N1CCCC(CO)(Cc2ccc(F)cc2)C1 (configuration not stated) returned N370S GC mod 2%, FEN1 inh -9% and TDP1 inh 4%.
For Cc1ccc(NC(=O)c2ccccc2NC(=O)c2cccnc2)cc1 the results were N370S GC mod 0%, FEN1 inh 3% and TDP1 inh 2%.
`N#C/C(=C/c1cn[nH]c1-c1ccc(Br)cc1)C(=O)O` gave N370S GC mod 6%, FEN1 inh -4% and TDP1 inh 6%.
Screening Cc1cc(C)nc(N(C#N)Cc2ccc(Br)cc2)n1 returned N370S GC mod 19%, FEN1 inh -1% and TDP1 inh -1%.
Cc1ccc(NC(=O)CSCC(=O)N(C)CC(=O)Nc2cccc(F)c2)cc1 was read as N370S GC mod 4%, FEN1 inh -2% and TDP1 inh -9%[0.505 µM].
Screening CCc1cccc(NC(=O)CSc2ncc3c(n2)-c2ccccc2N(CC)S3(=O)=O)c1 returned FEN1 inh 17% and TDP1 inh 0%.
Screening CN(Cc1ccccc1)S(=O)(=O)c1ccc(F)c(C(=O)Nc2cccc(Cl)c2Cl)c1 returned FEN1 inh 14% and TDP1 inh 3%.
`COc1ccc(CNC(=O)C(=O)NCc2cccnc2)cc1` gave N370S GC mod 5%, FEN1 inh -2% and TDP1 inh -5%.
For O=C(CCc1nc2ccccc2[nH]1)Nc1ccccc1F the results were N370S GC mod -6% and FEN1 inh 6%.
CCn1c(SCC(=O)N2CCOCC2)nnc1C(C)NC(=O)c1ccccc1 (configuration not stated) was read as N370S GC mod -19%, FEN1 inh -2% and TDP1 inh 2%.
O=C(COC(=O)CCc1c[nH]c2ccccc12)NCc1ccc2c(c1)OCO2 was read as N370S GC mod 4%, FEN1 inh 2% and TDP1 inh 6%.
Screening O=C(NC(=S)NN1CCOCC1)c1cc(Br)ccc1Cl returned FEN1 inh 6% and TDP1 inh 0%.
O=C(C[C@H]1C/C=C\C[C@H](NC(=O)OCC2c3ccccc3-c3ccccc32)C(=O)O[C@@H](c2ccccc2)CNC1=O)NCCO was read as FEN1 inh 6% and TDP1 inh 0%.
For COc1cc(NC(=O)C(CC(C)C)N2Cc3ccccc3C2=O)cc(OC)c1 (configuration not stated) the results were FEN1 inh -15% and TDP1 inh 9%.
Screening Cc1nn(-c2ccccn2)c2c1-c1nc(N)ncc1CC2 returned N370S GC mod 3%, FEN1 inh 1% and TDP1 inh 7%.
COc1ccc(N(CC(=O)NCCSCc2cccc(Cl)c2)S(C)(=O)=O)cc1Cl was read as N370S GC mod 4% and FEN1 inh -9%.
Screening CCN(CC)S(=O)(=O)c1cc(NC(=S)NC(=O)C2CCCC2)ccc1C returned FEN1 inh 5% and TDP1 inh 0%.
For Fc1ccccc1C(NCCc1ccc(Cl)cc1)c1nnc(-c2ccccc2)o1 (configuration not stated) the results were FEN1 inh -4% and TDP1 inh -5%.
Screening COc1ccc(S(=O)Cc2ccc(C(=O)NCc3cccc(OC)c3)o2)cc1 (configuration not stated) returned N370S GC mod inconclusive, FEN1 inh -1% and TDP1 inh 1%.
Screening COc1ccc(/C=N\NC(=O)c2ccccc2F)cc1COc1ccc(F)cc1 returned N370S GC mod -6%, FEN1 inh -13% and TDP1 inh 0%.
CCCOC(=O)c1[nH]c2c(c1C)C(=O)CC(c1ccc(OC)c(OC)c1)C2 (configuration not stated) was read as N370S GC mod 1%, FEN1 inh -10% and TDP1 inh 0%.
`COc1cccc(NC(=O)c2sc3nc(N4CCOCC4)c4c(c3c2N)CC(C)(C)OC4)c1` gave FEN1 inh -2% and TDP1 inh 1%.
COc1ccc(CNC(=O)c2ccc(NS(=O)(=O)c3ccc4[nH]c(=O)[nH]c4c3)cc2)cc1OC was read as FEN1 inh 4% and TDP1 inh 2%.
Screening CCC(Sc1nc2ccncc2[nH]1)C(=O)Nc1cc(Cl)ccc1C (configuration not stated) returned N370S GC mod inconclusive, FEN1 inh 1%&-13% and TDP1 inh 5%.
For COC(=O)C1=NN(c2cccc3ccccc23)C2C(=O)N(c3ccccc3OC)C(=O)C12 (configuration not stated) the results were N370S GC mod -22%, FEN1 inh 2% and TDP1 inh 3%.
COC(=O)Cn1ncn2c(cc3oc(C)cc32)c1=O was read as N370S GC mod 4%, FEN1 inh 6% and TDP1 inh -2%.
`COc1cc(/C=N/NC(=O)c2cccs2)ccc1OCc1ccccc1` gave N370S GC mod 14%, FEN1 inh -9% and TDP1 inh 4%.
`CCc1nnc(NS(=O)(=O)c2ccc(N3C(=O)c4ccc(C(=O)O)cc4C3=O)cc2)s1` gave N370S GC mod -3%, FEN1 inh 9% and TDP1 inh 1%.
Screening CC(C)CN(C(=O)COC(=O)CNC(=O)c1ccccc1)c1c(N)n(Cc2ccccc2)c(=O)[nH]c1=O returned N370S GC mod -2%, FEN1 inh -3% and TDP1 inh 0%.
